High-throughput results as filed in PubChem.
ATXN2 expr inh – Primary qHTS for Inhibitors of ATXN expression. Potency, µM (titrated, usually from 57 µM), inactives show at the highest dose activity change, negative = inhibition, hits mostly inhibitors. HEK-293 ATXN2-luciferase reporter, luminescence, 24 h. 360,000 compounds, 0.72% hits; further: potency means the concentration at half of the fitted maximal effect; on the % scale 0 is the no-effect control and ±100 the full control effect; nearly all actives have a fitted effect of over 55% in size
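ATXN2-luciferase reporter cells (luciferase flanked by upstream and downstream ATXN2 gene portions) were treated 24 h at 37 °C with compounds at up to 57 uM. SteadyGlo luminescence gave expression; GF-AFC fluorescence gave viability.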
KB-V1 MDR tox – qHTS assay for MDR1-selective chemotherapeutics: Primary screen using the drug-selected MDR subline cells KB-V1 | KB-V1 MDR cells viability, CellTiter-Glo, 72 h | Potency, µM (series often up to 46.1 µM), for inactives: at the highest dose activity change, negative = cytotoxicity, usual class: cytotoxic | 400,000 compounds, 3.4% hits | AID 1347076, 2019; further: potency means the concentration at half of the fitted maximal effect; on the % scale 0 is the no-effect control and ±100 the full control effect; nearly all actives have a fitted effect of over 60% in size
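KB-V1 cells (P-gp-expressing MDR subline of KB-3-1) in phenol-red-free DMEM with 10% FBS were exposed to library compounds over a concentration series for 72 h at 37 degrees C. Viability read by CellTiter-Glo luminescence; concentration-effect curves fitted after normalization.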
IL-1B inflam inh – qHTS for Inhibitors of Inflammasome Signaling: IL-1-beta AlphaLISA Primary Screen; THP-1 LPS/ATP IL-1B secretion, AlphaLISA, 16 h; stronger effect = lower value; activity change, % at 57.5 µM; 360,000 compounds, 4.7% hits; AID 743279, 2014; in the data active means activity change below about -50%; inconclusive means mostly about -30% to -49%; further: on the % scale 0 is the no-effect control and ±100 the full control effect
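Secreted IL-1B measured by AlphaLISA bead assay after 16 h compound exposure of THP-1 cells; compounds (final up to 57.5 uM) added 1 h before LPS (250 ng/mL) and ATP (1.25 mM) stimulation; lower signal means less secretion.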
MCF10A rerep – A quantitative high throughput screen for small molecules that induce DNA re-replication in MCF 10a normal breast cells. 350,000 compounds, 2.9% hits. Potency, µM (titrated, usually from 46.1 µM), for the others: at the top dose activity, positive = re-replication, most hits filed as activators. MCF 10A DNA re-replication, Hoechst nuclear intensity, 48 h; further: potency means the concentration at half of the fitted maximal effect; % of control where 0% means no effect; nearly all actives have a fitted effect of over 50% in size
HT1080-NT tox – qHTS for induction of synthetic lethality in tumor cells producing 2HG: qHTS for the HT-1080-NT fibrosarcoma cell line | Potency, µM (series often up to 46.1 µM), for inactives: top-dose activity, negative = less viability, actives largely listed as cytotoxic | HT-1080-NT fibrosarcoma viability, CellTiter-Glo ATP luminescence, 48 h | 360,000 compounds, 1.6% hits;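 further: NT is the 2HG producing partner of a matched IDH1 knockdown line; potency means the concentration at half of the fitted maximal effect; 0% = DMSO-treated cells and -100% = media-only wells without cells; nearly all actives have a fitted effect of over 55% in size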
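HT-1080-NT fibrosarcoma cells (2HG-overproducing), 750 cells/well in RPMI with 5% FBS, dosed after 2 h and incubated 48 h at 37C. CellTiter-Glo luminescence normalized to DMSO and no-cell wells; concentration-response curves fitted and classed.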
KB-3-1 cytotox – qHTS assay for MDR1-selective chemotherapeutics: Primary screen using the parental adenocarcinoma cell KB-3-1; Potency, µM (highest dose often 46.1 µM), for the others: top-dose activity change, negative = cytotoxic, hits mostly cytotoxic; KB-3-1 viability, CellTiter-Glo ATP luminescence, 72 h; 400,000 compounds, 1.4% hits; AID 1347075, 2019; further: potency means the concentration at half of the fitted maximal effect; on the % scale 0 is the no-effect control and ±100 the full control effect; nearly all actives have a fitted effect of over 60% in size
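Using CellTiter-Glo luminescence, growth of non-resistant KB-3-1 adenocarcinoma cells is assessed 72 h after pin-tool compound addition at 37 °C. Normalized responses across the concentration series yield fitted curves.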
ATXN viability – Viability Counterscreen for Primary qHTS for Inhibitors of ATXN expression; 400,000 compounds, 0.49% hits; S2 cells (HEK-293 line with an ATXN2-luciferase reporter) viability, CellTiter-Fluor protease fluorescence, 24 h; AID 651635, 2014; Potency, µM (titrated, usually from 56.7 µM), actives largely listed as cytotoxic; further: potency means the concentration at half of the fitted maximal effect; nearly all actives have a fitted effect of over 40% in size
SW480 rerep – A quantitative high throughput screen for small molecules that induce DNA re-replication in SW480 colon adenocarcinoma cells | SW480 DNA re-replication, Hoechst DNA content imaging, 48 h | Potency, µM (doses to about 46.1 µM), for inactives: top-dose re-replication activation, hits mostly activators | 340,000 compounds, 1.8% hits | AID 624297, 2012; further: potency means the concentration at half of the fitted maximal effect; % of control where 0% means no effect; nearly all actives have a fitted effect of over 55% in size
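Compounds, transferred as 23 nL by pin tool, were incubated with cells for 48 hr; DNA content per nucleus was then quantified by Hoechst staining and fluorescence plate imaging.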
HT1080 IDH1KD tx – qHTS for induction of synthetic lethality in tumor cells producing 2HG: qHTS for the HT-1080-IDH1KD cell line | HT-1080 IDH1 knockdown viability, ATP luminescence, 48 h | Potency, µM (doses to about 46.1 µM), for inactives: top-dose activity, negative = toxicity, actives largely listed as cytotoxic | 360,000 compounds, 2% hits | AID 686971, 2013;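 further: potency means the concentration at half of the fitted maximal effect; 0% = DMSO wells and -100% = cell-free medium wells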
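After a 2 h attachment period, IDH1KD HT-1080 cells took pin-transferred compound for 48 h at 37 °C; ATP-based luminescence after 10 min room-temperature reagent incubation reported viability.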
The depositor's hits bear a star; i = inactive; ? = inconclusive; . = not tested or not shown; [ ] = dose if it differs, or a comment. Unless noted, the call rests on the fitted dose curve; in most records, active means well fitted curve in the direction sought with a large enough effect; inconclusive means small, poorly fitted or top-dose-only effect, or another doubt; inactive means no such curve, though single readings can be large; an effect the other way counts as inactive or inconclusive.

Molecule,KB-V1 MDR tox,HT1080-NT tox,HT1080 IDH1KD tx,ATXN2 expr inh,SW480 rerep,ATXN viability,IL-1B inflam inh,KB-3-1 cytotox,MCF10A rerep
O=C(CN1CCN(Cc2ccc(F)cc2Cl)C1=O)NCc1cccs1,6%,18%,0%,2%,-9%,i,34,3%,-2%
CC12CCC(=O)N1C(C(=O)NNC(=O)COc1ccccc1F)CS2 (configuration not stated),-1%,1%,3%,3%,-7%,i,-6,0%,-5%
O=C(CSc1nc(N2CCCCC2)nc(N2CCCCC2)n1)c1ccccc1,?,-4%,2%,22%,12%,i,-9,-12%,11%
COC(=O)C(C)N(C(=O)c1cccc(Cl)c1)c1c(C)cccc1C (configuration not stated),0%,0%,9%,-18%,-6%,i,-7,-6%,7%
CSCCC(NC(=O)c1ccccc1Br)C(=O)N1CCC(C)CC1 (configuration not stated),-13%,0%,13%,0%,-3%,i,13,-2%,-1%
C=CCn1c(SCc2ccc(C#N)cc2)nnc1-c1ccc(C)cc1,-5%,6%,12%,-13%,-10%,i,-18,-1%,0%
O=C(NCc1ccccc1)c1nc[nH]c1C(=O)N1CCc2ccccc2C1,6%,4%,5%,9%,-9%,i,6,-2%,14%
CCCc1cc(=O)oc2cc(C)cc(OCC(=O)NCCCn3ccnc3)c12,16%,2%,0%,.,0%,i,-6,-3%,28%
CCOc1ccc(-c2cc3c(=O)n(CC(=O)NCc4ccc(F)cc4)ccn3n2)cc1,1%,.,.,10%,.,i,.,0%,.
Cc1cccc(OCCNC(=O)c2cc(C3CC3)nc3c2cnn3C(C)C)c1,27%,-10%,-2%,.,.,i,2,-4%,.
CCC(=O)N(C)/C=C1\Sc2ccccc2C1=O,0%,8%,10%,25%,3%,i,22,8%,-11%
CCCn1c(N)c(Sc2ccc(C)cc2)c(=O)n(CCC)c1=O,5%,11%,2%,4%[11.3 µM],11%,i,-9,-1%,19%
COC(=O)c1cccc(NC(=O)CSc2nncn2-c2ccccn2)c1,-27%,0%,1%,6%,0%,i,3,13%,-5%
CCc1cccc(NC(=O)CCNS(=O)(=O)c2ccc3c(c2)oc(=O)n3C)c1,?,10%,9%,-1%,-6%,i,10,0%,0%
CCOC(=O)CCCNC(=O)c1cncc(O)c1,3%,0%,3%,-2%,4%,i,13,6%,-2%
CC(=O)N1CCCc2cc(S(=O)(=O)N(C)CCC#N)ccc21,17%,0%,-3%,7%,2%[9.22 µM],i,7,17%,?
COc1ccccc1CCC(=O)OCC(=O)NC1CCCC1,0%,11%,8%,-8%,?,i,48,1%,2%
O=c1[nH]cccc1-c1nc2ccccc2[nH]1,-1%,0%,-16%,-5%,-11%,i,9,-1%,1%
Cc1ccc(S(=O)(=O)N2CCN(C(=O)CN3CCCCC3)C2)cc1,12%,-1%,0%,-24%,0%,i,1,-6%,6%
CNc1c(NC(=O)c2ccc(OC)c(OC)c2)c(=O)oc2ccccc12,29%,.,.,11%,.,?,.,8%,.
CC(=O)Nc1ccc(S(=O)(=O)NC(C(=O)O)C(C)C)cc1 (configuration not stated),3%,13%,10%,0%,-1%,i,-3,3%,2%
CCOC(=O)c1c(NC(=O)c2cc3nc(-c4ccc(OC)cc4)cc(C(F)(F)F)n3n2)sc(C)c1C,-11%,.,.,11%,.,i,.,1%,.
COc1cccc(/C=N/NC(=O)C(C)n2nc(C)c([N+](=O)[O-])c2C)c1O (configuration not stated),?,-27%,?,25µM*,?,?,37,-28%,?
COC(=O)C1=C(CS(=O)(=O)c2cc(Cl)ccc2OC)NC(=O)NC1c1ccccc1 (configuration not stated),0%,.,.,3%,.,i,.,5%,.
O=C(CC(=O)c1ccccc1)Nc1cc([N+](=O)[O-])ccc1Cl,14%,-11%,-8%,5%,0%,i,8,0%,5%
C[C@H](NC(N)=O)C(=O)Nc1ccc(OCc2ccccc2)cc1,11%,-18%,-1%,38%[activator],-12%,i,-16,-2%,6%
CC(=O)Oc1cc2cccc(OC(C)=O)c(=O)c2c(OC(C)=O)c1OC(C)=O,?,?,-20%,-16%,-8%,?,11,-14%,27%
COC(=O)c1ccc(NC(=O)COc2ccc(C3C(C#N)=C(N)Oc4c3ccc3ccccc43)cc2OC)cc1 (configuration not stated),?,?,?,1%,-2%,i,4,16%,11%
CC1=C(C(=O)N(C(C)C)C(C)C)CC(CC(=O)NCc2cccs2)C(=O)N1CCC1=CCCCC1 (configuration not stated),?,-15%,-14%,-16%,.,?,-24,0%,.
O=C(Nc1ccc(S(=O)(=O)N2CCOCC2)cc1)c1ccco1,-22%,11%,15%,0%,-8%,i,-9,20%,-11%
O=S(=O)(c1ccc(Br)s1)N1CCN(c2ccccn2)CC1,0%,-2%,7%,-9%,2%,i,-2,-13%,1%
COc1ccccc1N1CCN(C(=O)CCC(=O)O)CC1,5%,-2%,24%,-22%[11.3 µM],-2%,i,-7,1%,-3%
COc1ccc(-n2c(SCCC(=O)O)nnc2-c2ccncc2)cc1,19%,4%,8%,6%,-10%,i,18,0%,-3%
O=S(=O)(c1ccc(Cl)cc1)N1CCN(Cc2ccncc2)CC1,-5%,11%,11%,-11%,-4%,i,1,-5%,29%
CC(C(=O)NCC1(c2ccccc2)CCCC1)N1CCOCC1 (configuration not stated),-28%,2%,2%,-9%,-5%,i,8,2%,-1%
Cc1cc(NC(=O)c2ccc(C)o2)no1,5%,10%,13%,25%,1%,i,3,9%,?
O=C(NCC(c1ccc(F)cc1)N1CCOCC1)c1ccco1 (configuration not stated),4%,0%,0%,3%,-2%,i,8,13%,1%
COc1ccc([N+](=O)[O-])cc1NC(=O)COC(=O)C1CC1,0%,9%,6%,.,?,i,0,-3%,-1%
CCOc1ccc(C2/C(=C(\O)c3ccc4c(c3)OCCO4)C(=O)C(=O)N2CCCN2CCOCC2)cc1 (configuration not stated),19%,15%,10%,5%,1%,i,0,2%,-1%
COc1ccccc1NS(=O)(=O)c1cc(C(=O)N2CC(C)CC(C)C2)ccc1C (configuration not stated),2.3µM*,-7%,-13%,-12%,3%,i,7,-16%,-2%

Shown with two lines to a compound: 7 of the compounds above
Every second line gives: KB-V1 MDR tox, HT1080-NT tox, HT1080 IDH1KD tx, ATXN2 expr inh, SW480 rerep, ATXN viability, IL-1B inflam inh, KB-3-1 cytotox, MCF10A rerep
> CCOc1ccc(C2/C(=C(\O)c3ccc4c(c3)OCCO4)C(=O)C(=O)N2CCCN2CCOCC2)cc1 (configuration not stated)
→ 19%, 15%, 10%, 5%, 1%, i, 0, 2%, -1%
> Cc1cc(NC(=O)c2ccc(C)o2)no1
→ 5%, 10%, 13%, 25%, 1%, i, 3, 9%, ?
> O=C(NCC(c1ccc(F)cc1)N1CCOCC1)c1ccco1 (configuration not stated)
→ 4%, 0%, 0%, 3%, -2%, i, 8, 13%, 1%
> COc1ccccc1NS(=O)(=O)c1cc(C(=O)N2CC(C)CC(C)C2)ccc1C (configuration not stated)
→ 2.3µM*, -7%, -13%, -12%, 3%, i, 7, -16%, -2%
> CC(C(=O)NCC1(c2ccccc2)CCCC1)N1CCOCC1 (configuration not stated)
→ -28%, 2%, 2%, -9%, -5%, i, 8, 2%, -1%
> COc1ccc(-n2c(SCCC(=O)O)nnc2-c2ccncc2)cc1
→ 19%, 4%, 8%, 6%, -10%, i, 18, 0%, -3%
> COc1ccc([N+](=O)[O-])cc1NC(=O)COC(=O)C1CC1
→ 0%, 9%, 6%, ., ?, i, 0, -3%, -1%

(continued)
Molecule,KB-V1 MDR tox,HT1080-NT tox,HT1080 IDH1KD tx,ATXN2 expr inh,SW480 rerep,ATXN viability,IL-1B inflam inh,KB-3-1 cytotox,MCF10A rerep
CC(=O)Nc1ccc2nc(NC(=O)c3ccc([N+](=O)[O-])o3)sc2c1,16µM*,?,5.2µM*,3%,3.3µM*,i,-61*,9.2µM*,0.65µM*
COCCCNC(c1ccccc1)c1ccncc1 (configuration not stated),3%,3%,10%,5%,-4%,?,20,8%,?
Cc1cccc(C)c1-n1nnnc1C1(C)CCC(=O)N1Cc1cccc(C(F)(F)F)c1 (configuration not stated),?,-3%,8%,4%,.,i,30,?,.
COc1ccccc1NC(=O)C(C)OC(=O)CN1C(=O)C2CC=CCC2C1=O (configuration not stated),-14%,4%,4%,-3%,-83%[inhibitor],i,-1,-2%,-16%
COC(=O)c1sccc1NC(=O)c1c(C)c(-c2cccc(Cl)c2)nc2ccccc12,10µM*,3%,-12%,-32%,12%,i,80,-11%,13%
NC(=O)C1CCN(C(=O)COc2ccc3c4c(c(=O)oc3c2)CCC4)CC1,-13%,1%,1%,1%,-15%,i,2,0%,1%
O=[N+]([O-])c1ccc(OCC(O)CNCCNc2nccc(C(F)(F)F)n2)cc1 (configuration not stated),-19%,1%,-2%,.,1%,?,?,3%,-1%
CN1CCN(c2ccccc2NC(=O)COc2ccc(C3CCCCC3)cc2)CC1,2%,-22%,-23%,?,?,i,-3,0%,?
